High-throughput results as filed in PubChem BioAssay.
HepG2 tox = counter-screen for TGF-b inhibitors: cytotoxicity in HepG2 cells | HepG2 CAGA-GFP viability, ATP luminescence, 18 h | Potency, µM (top dose mostly 46.1 µM), for the others: at the top dose activity change, negative = cytotoxicity, usual class: cytotoxic | hit rate 0.76% among 410,000; also: potency is read from the fitted curve at half-maximal effect; some results filed as inactive show a strong effect at the top dose
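HepG2 CAGA-GFP cells (1000/well, DMEM with 1% FBS) received compound, then TGF-beta at 500 pg/mL final, and were incubated 18 hours at 37 degrees C. Viability was read by CellTiter-Glo luminescence. Media-only wells were set as complete cell-killing and DMSO as no toxicity.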
Nrf2 inh = Nrf2 pathway inhibition. hit rate 2.1% among 360,000. AID 504444. A549 ARE-Fluc reporter, luciferase luminescence, 18-24 h. Potency, µM (highest dose often 46 µM), without a hit: at the highest dose activity change, negative = inhibition, usual class: inhibitors; also: potency is read from the fitted curve at half-maximal effect; % is scaled to controls: 0 for no effect and ±100 for the full control effect; nearly all actives have a fitted effect of over 60% in size
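Reporter: ARE-Fluc in A549. Exposure: 18-24 h, 37 °C, 5% CO2, 5% FBS OPTI-MEM. Readouts: fluorescent cytotoxicity (CellTiter-Fluor), then luminescent Nrf2 signal after BugLite.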
S2 tox = cell viability loss in ATXN counter-screen; hit rate 0.49% among 400,000; AID 651635; S2 cells (HEK-293 line with an ATXN2-luciferase reporter) viability, CellTiter-Fluor protease fluorescence, 24 h; Potency, µM (highest dose often 56.7 µM), usual class: cytotoxic; also: potency is read from the fitted curve at half-maximal effect; nearly all actives have a fitted effect of over 40% in size
Nrf2 activator = activates Nrf2 signaling. AREc32 ARE-luciferase reporter (MCF7-derived line), luminescence, 24 h. Potency, µM (titrated, usually from 46.1 µM), for the others: top-dose activation, actives largely listed as activators. hit rate 0.31% among 410,000. AID 624171; also: potency is read from the fitted curve at half-maximal effect; % of control where 0% means no effect; nearly all actives have a fitted effect of over 65% in size
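AREc32 cells carrying an ARE-driven firefly luciferase reporter were seeded at 1000 cells/well in OPTI-MEM with 5% FBS, then exposed to compound for 24 hr at 37 deg C. Luminescence was read with Steady-Glo after 30 min at RT.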
IL-1B inflam inh = blocks inflammasome-driven IL-1 beta release. activity change, % at 57.5 µM. hit rate 4.7% among 360,000. THP-1 LPS/ATP IL-1B secretion, AlphaLISA, 16 h; hits give low values; in the data active = activity change below about -50%; inconclusive = mostly about -30% to -49%; also: % is scaled to controls: 0 for no effect and ±100 for the full control effect
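Secreted IL-1B measured by AlphaLISA bead assay after 16 h compound exposure of THP-1 cells; compounds (final up to 57.5 uM) added 1 h before LPS (250 ng/mL) and ATP (1.25 mM) stimulation; lower signal means less secretion.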
ATXN2 expr inh = ATXN2 expression inhibition; AID 1745845; HEK-293 ATXN2-luciferase reporter, luminescence, 24 h; hit rate 0.72% among 360,000; Potency, µM (titrated, usually from 57 µM), without a hit: at the top dose activity change, negative = inhibition, hits mostly inhibitors; also: potency is read from the fitted curve at half-maximal effect; % is scaled to controls: 0 for no effect and ±100 for the full control effect; nearly all actives have a fitted effect of over 55% in size
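qHTS (up to 57 uM final) was run with 24 h compound exposure of reporter cells at 37 °C. Each well was multiplexed: SteadyGlo luminescence measured ATXN2-luciferase expression after a fluorogenic Gly-Phe-AFC viability readout (25 uM final).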
MCF10A rereplic = inducers of DNA re-replication in MCF 10A breast cells | MCF 10A DNA re-replication, Hoechst nuclear intensity, 48 h | Potency, µM (top dose mostly 46.1 µM), for the others: top-dose activity, positive = re-replication, usual class: activators | hit rate 2.9% among 350,000 | AID 624296; also: potency is read from the fitted curve at half-maximal effect; % of control where 0% means no effect; nearly all actives have a fitted effect of over 50% in size
TGFb SMAD3 inh = TGF-b pathway inhibition; hit rate 1.2% among 410,000; Potency, µM (doses to about 46.1 µM), for inactives: at the top dose activity, negative = inhibition, actives largely listed as inhibitors; HepG2 CAGA-GFP TGF-b/SMAD3 reporter, GFP fluorescence, 18 h; TGF-beta stimulated, 500 pg/mL final; also: potency is read from the fitted curve at half-maximal effect; % is scaled to controls: 0 for no effect and ±100 for the full control effect; nearly all actives have a fitted effect of over 65% in size
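Inhibition of TGF-beta-driven CAGA-GFP reporter expression in HEPG2 cells is measured by cellular GFP fluorescence after 18 h stimulation with 500 pg/mL recombinant TGF-beta in 1% FBS medium at 37 degrees C.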
A549 tox = kills or reduces viability of A549 cells in Nrf2 counter-screen; A549 ARE-Fluc cells, CellTiter-Fluor viability, 18-24 h; Potency, µM (doses to about 46 µM), for inactives: at the highest dose activity change, negative = cytotoxicity, most hits filed as inhibitors; hit rate 0.16% among 390,000; also: potency is read from the fitted curve at half-maximal effect; % is scaled to controls: 0 for no effect and ±100 for the full control effect
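A549 ARE_Fluc cells in 5% FBS OPTI-MEM were exposed to compounds in concentration-response for 18-24 h at 37 deg C. Viability was read by CellTiter-Fluor fluorescence (Ex 405/Em 525) after 30 min, before the luciferase read.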
Starred values were filed as active, the others as inactive; i = inactive; ? = inconclusive; . = no result given; & = joins results of further samples; [ ] = remark or other dose. Unless noted, calls follow the shape of the dose curve; as a rule, active = well fitted curve in the direction sought with a large enough effect; inconclusive = small, poorly fitted or top-dose-only effect, or another doubt; inactive = no such curve, though single readings can be large; an effect the other way counts as inactive or inconclusive. Compounds as they come; any-hit rate near 8.8%.

Each structure is followed by: HepG2 tox, Nrf2 inh, S2 tox, Nrf2 activator, IL-1B inflam inh, ATXN2 expr inh, MCF10A rereplic, TGFb SMAD3 inh, A549 tox
> Cc1cccc(/C=C/C(=O)c2cc(Br)ccc(=O)c2O)c1
    -29%, ?, i, 22µM*, ?, 12%, 10µM*, ?, ?
> CC(=O)c1ccc(N2CCN(C(=O)c3cc(-c4ccncc4)nc4ccc(Cl)cc34)CC2)cc1
    -23%, 8%, i, 4.6%, 10, 0%, 1%, -11%, 13%
> COc1ccc(NC(=O)CN2CCC(C(N)=O)(N3CCCCC3)CC2)c(OC)c1
    15%, ?, i, -0.2%, 31, -1%, 3%, 21%, 1%
> O=C(CCN1CCCCC1)N/N=C/c1ccc(Br)cc1
    -9%, 7%, i, 11%, ?, 4%, 0%, -4%, -1%
> Cc1ccc(-n2cc(-c3ccccc3)c3c(N4CCOCC4)ncnc32)cc1
    -2%, 23µM*, i, 0.4%, ?, -18%, 18µM*, 9%, -20%
> CCCCCCCCCCCCS[C@H]1CS(=O)(=O)C[C@@H]1O
    -38%, 3%, i, 0.4%, 0, ., ?, ?, 1%
> COc1ccccc1C(=O)C1CCCN(C(=O)c2ccccc2C(C)=O)C1 (stereo unspecified)
    1%, ?, i, 3.4%, 47, 43%[activator], 2%, 4%, 2%
> Cc1cc(C(=O)C(C)Cl)c(C)n1Cc1ccco1 (stereo unspecified)
    1%, -8%, i, 5.7%, ?, -11%, 1%, 2%, 0%
> Cc1ccc(C)c(N2N=C(C(=O)OCc3nnc(-c4ccccc4Br)o3)CCC2=O)c1
    -3%, ., i, -1.0%, 12, ., ., 2%, .
> Nc1cccc(-n2nncc2-c2ccccc2)c1
    -9%, -8%, i, -0.8%, -1, 0%, 0%, -7%, -1%
> O=S(=O)(c1ccccc1)c1nc(-c2ccc(F)cc2)oc1N1CCOCC1
    -38%&0%, -23%&-10%, ?, 0.2%&0.2%, 8, -9%&-9%, -1%, 2%&-16%, 0%&-12%
> COc1ccc(NC(=O)CN2CCN(c3c(C)cccc3C)CC2)cc1
    -13%, ?, i, -0.2%, -13, -23%, ?, -9%, -2%
> CCOc1ccc(NC(=O)Nc2cccc(C)n2)cc1
    10%&-1%, ?, i, 5.5%&1.0%, 2, 32%&20%[activator], -1%, 24%&-4%, -4%&-7%
> COc1ccc(Cn2nnnc2C(C(C)C)N2CCc3ccccc32)cc1 (stereo unspecified)
    -20%, 16µM*, i, -1.5%, ?, -10%, -2%, -17%, -9%
> Cc1ccc(NC(=O)CCc2c(C)nn(-c3ccc(N4CCOCC4)nn3)c2C)cc1C
    6%, 17%, i, 0.5%, 0, 0%, 1%, -1%, 0%
> NC(=O)C1=NOC(CNc2ncc(C(F)(F)F)cc2Cl)C1 (stereo unspecified)
    -10%, ?, i, -0.4%, 15, 51%[activator], 15%, -8%, 8%
> CCn1cc([N+](=O)[O-])c(=O)c2cc(F)c(N3CCOCC3)cc21
    -3%, -4%, i, 0.3%, -9, -3%, 5%, 1%, -8%
> COc1ccccc1S(=O)Cc1ccc(C(=O)O)o1 (stereo unspecified)
    1%, 3%, i, -0.2%, 0, -4%, 13%, -3%, 0%
> COc1cc(NC(=O)C/C(C)=N/NC(=O)Cc2ccc(Cl)cc2)c(OC)cc1Cl
    2%, 1%, i, 8.6%, 21, -2%, ?, -29%, -2%
> CC(=O)Nc1cc2c3c(cccc3c1)-c1ccccc1-2
    -6%, -6%, i, 5.5%, -13, 64%[activator], 2.3µM*, 155%[activator], ?
> Cc1ccc(NC(=O)c2cc3ccccc3o2)cc1Cl
    -15%, ?, i, 13%, -52*, 85%[activator], 13%, 1%, -12%
> O=C(c1cccs1)N(C(=O)c1cccs1)c1ccc(Br)cn1
    -65%, ?, i, ?, 12, 28%, ?, -26%, ?
> Cc1c(C(=O)NNC(=O)c2ccccc2O)oc2ccccc12
    -22%, ., i, -0.3%, 41, ., ., -6%, .
> Cc1cccc(NC(=S)NNC(=O)c2csc(C(C)C)c2)c1
    -4%, ?, i, 5.4%, 0, 56%[activator], ?, -2%, -6%
> Cc1cc(C)c(OCC(=O)N(Cc2cccc(F)c2)Cc2ccco2)c(C)c1
    11µM*, ?, ., -1.0%, ., ., ., -49%, 1%
> CC1(C)Cc2ccccc2-c2nnc(-c3cccnc3)n21
    -4%, -3%, i, 1.4%, -11, -20%, -13%, -14%, -1%
> Cc1onc(-c2c(F)cccc2Cl)c1C(=O)Nc1cccc(S(=O)(=O)N2CCCCC2)c1
    0%, ?, i, -0.1%, -20, -28%, 15µM*, 5%, -4%
> O=C(CCN1C(=O)S/C(=C\c2ccccc2)C1=O)N1CCCCC1
    -11%, ?, i, 9.7%, -4, 29%, 14%, 1%, 1%
> Cn1cc(CNCCN2CCCCC2=O)c(-c2cccc(Cl)c2)n1
    13%, ?, i, -1.5%, -5, -5%, -3%, -2%, 1%
> CCc1cc(C(=O)NNC(=S)Nc2cc(C)ccc2C)cs1
    -2%, -17%, i, 4.3%, 5, 18%, 5%, -12%, .
> COc1ccc(-n2c(-c3ccc(Br)cc3)nc(=S)c3c2CCCC3)cc1
    18%, 0%, i, -0.1%, 13, -3%, -9%, 0%, 7%
> Cc1nc2ccccn2c1-c1csc(Nc2ccc(C(=O)O)cc2)n1
    3%, 1%, i, -0.2%, 95, 2%, 12µM*, 0%, -5%
> CCOCCCNC(=O)c1ccc(-c2nc(CS(=O)(=O)c3ccccc3)c(C)o2)cc1
    -41%, -28%, ?, -0.1%, ., 3%, ., -6%, 1%
> O=C(Nc1ccc2c(c1)OCCO2)C1CC(O)CN1C(=O)Nc1ccccc1 (stereo unspecified)
    -2%, -3%, ?, -0.1%, -15, -9%, 6%, -9%, -12%
> Cc1cc(C(F)F)n2ncc(C(=O)N3CCC(C(N)=O)CC3)c2n1
    1%, -2%, i, -0.3%, 1, 2%, 7%, 4%, -3%
> COC(=O)[C@@H](N)Cc1ccc(O)c(O)c1
    7%, 8%, i, 0.4%, 45, 6%&-1%, -51%&-12%[inhibitor], 3%, 0%
> CCOc1ccc(Oc2c(/C=N/NC(N)=O)c(C)nn2-c2ccccc2)cc1
    0%, -1%, ?, 5.3%, -28, 0%, 1%, 10%, -3%
> CCOc1ccc(S(=O)(=O)NCC(=O)OCc2nnc(-c3ccccc3)o2)cc1
    8%, ?, i, 0.1%, 4, ., -2%, 29%, -6%
> O=C(Cc1ccccc1)NCC(=O)OCC(=O)c1cccs1
    3%, 3%, i, -0.1%, 19, -1%, 14%, -6%, -4%
> O=C(C1CCCCC1)N1CCN=C1SCc1cccnc1
    3%, ?, i, 0.2%, -25, 7%, -1%, -3%, 0%
> O=C(/C=C/c1ccccc1)NC(=S)Nc1ccccc1
    -3%, -23%, i, 2.6%[9.22 µM], -61*, 11%, -11%, -7%, 16%
> C/C(=N\O)C(=O)NCCN(C)C
    -16%, 7%, i, 0.0%, 11, 4%, -2%, -10%, 1%
> CC1Cc2ccccc2N1Cc1cc(=O)c(OCC(=O)NCCc2ccccc2)co1 (stereo unspecified)
    1%, ?, i, -0.8%, -7, -6%, ?, -2%, -2%
> COc1ccc(N(CN2C(=O)C3C4C=CC(C4)C3C2=O)C(=O)c2ccco2)cc1 (stereo unspecified)
    -12%, 13%, i, -1.0%, 12, -4%, 3%, -1%, 10%
> CCN(CC)CCNC(=O)C(Cl)=C1C(Cl)=C(Cl)C(Cl)=C1Cl
    -47%, ?, ., ?, -100*, ?, 10µM*, ?, ?
> COc1cc(C(=O)OCC(=O)NC(=O)c2cccn2C)ccc1OC(F)F
    -8%, -10%, i, 0.4%, 14, 9%, ?, -2%, -4%
> COc1cc(C(=O)NCCCc2nc3ccccc3n2CC(C)C)cc(OC)c1OC
    -30%, -5%[9.27 µM], i, -1.0%, ., -9%, ., -24%, 5%
> Cn1c(=S)n(/N=C/c2cccs2)c2ccccc21
    -22%, ?, i, 9.6%, ., 93%[activator], 16%, ?, 1%
> COc1ccccc1-c1nnc(SCC(=O)Nc2ccccc2F)o1
    -14%, ?, i, 3.9%, ., 36%[activator], ., ?, 1%
> CC(C)NC(=O)CN(Cc1ccc2c(c1)OCO2)C(=O)CCC(=O)Nc1ccccn1
    -8%, 16%, i, 0.0%, 8, 6%, 6%, 1%, 3%
> O=c1cc2nc(-c3ccccc3)nc(SCc3cccc(Br)c3)n2[nH]1
    -22%, 14%, ?, 13%, ., ?, ., ?, 6%
> COc1cccc(C(=O)NCC(=O)n2nc(C)cc2C)c1
    -10%, -2%, i, -1.0%, 33, 0%, -4%, 0%, -1%
> CN1CCN(CCNC(=O)c2cnn(-c3ccc(Cl)cc3)c2C2CCN(C(=O)OC(C)(C)C)CC2)CC1
    1%, 3%, ., -0.6%, ., ., ., -5%, 6%
> Cc1ccc(C)c(OCc2cc(C(=O)N3CCN(c4cnccn4)CC3)no2)c1
    -19%, 0%, i, -0.3%, 10, 6%, 3%, -10%, -1%
> CCOC(=O)C1=C(COC(=O)C2CC(=O)N(c3ccccc3F)C2)NC(=O)NC1C (stereo unspecified)
    7%, -9%, i, -0.8%, 24, -4%, -2%, -4%, 0%
> O=C(CN1C(=O)c2cccc3cccc1c23)NC1CCCCC1
    29%, 3%, ., -0.3%, 55, -11%, 0%, 4%, 1%
